hgDAF-12 ag: agonists of H. glycines DAF-12 nuclear receptor. actives 1.8% (n = 370,000). activation, % at 6.8 µM. HEK293 GAL4-hgDAF12 UAS-luciferase reporter, agonist luminescence; normalized to butyrate control;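 active = activation above a cutoff set at the mean of all screened compounds plus 3 SD, cut at about 10% in these data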;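 also: 0% = DMSO wells and 100% = sodium butyrate wells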
SMARCA2 activ: increases SMARCA2 function in MMTV reporter cells | MG213 cells, MMTV-luciferase reporter, dexamethasone, overnight | activation, % at 9.1 µM | AID 652017 | actives 1% (n = 370,000); in the data active = activation above about 7.8%;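 also: 0% = vehicle wells and 100% = reference activator wells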
DAX1 inh-1: inhibits human nuclear receptor DAX1; actives 0.99% (n = 340,000); HEK293 Gal4-DAX1 luciferase reporter, luminescence; AID 504766; inhibition, % at 6.75 µM; P51843;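 active = inhibition above the mean over all tested compounds plus 3 SD, cut at about 4.2% in these data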;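 also: 0% = DAX1-transfected cells with DMSO and 100% = empty-vector control cells with DMSO; inhibition shows as a rise in luminescence from relieved DAX1 repression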
hcDAF-12 act: activators of H. contortus DAF-12 nuclear receptor; HEK293 hcDAF-12 lit1-tk-luc reporter, luminescence; 0% DMSO, 100% Δ7-dafachronic acid; activation, % at 6.8 µM; actives 1.4% (n = 370,000); AID 652067;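 active = activation above the mean of all tested compounds plus 3 SD, cut at about 5.5% in these data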;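 also: 100% = response to 3 µM Δ7-dafachronic acid high control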
PG9 binder: small molecules binding HIV-1 gp120 antibody PG9; actives 0.43% (n = 360,000); TR-FRET gp120-PG9 antibody binding; AID 624416; inhibition, % at 6.7 µM; in the data active = inhibition above about 8.5%
PLC-beta3 inh: inhibitors of human phospholipase C beta3. AID 720704. Q01970. Purified PLC-beta3, fluorogenic substrate, fluorescence. inhibition, % at 12.2 µM. actives 0.18% (n = 370,000); in the data active = inhibition above about 11%;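 also: 0% = median of compound wells on plate and 100% = full blocker control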
Target sequence (Q01970 whole entry, looked up): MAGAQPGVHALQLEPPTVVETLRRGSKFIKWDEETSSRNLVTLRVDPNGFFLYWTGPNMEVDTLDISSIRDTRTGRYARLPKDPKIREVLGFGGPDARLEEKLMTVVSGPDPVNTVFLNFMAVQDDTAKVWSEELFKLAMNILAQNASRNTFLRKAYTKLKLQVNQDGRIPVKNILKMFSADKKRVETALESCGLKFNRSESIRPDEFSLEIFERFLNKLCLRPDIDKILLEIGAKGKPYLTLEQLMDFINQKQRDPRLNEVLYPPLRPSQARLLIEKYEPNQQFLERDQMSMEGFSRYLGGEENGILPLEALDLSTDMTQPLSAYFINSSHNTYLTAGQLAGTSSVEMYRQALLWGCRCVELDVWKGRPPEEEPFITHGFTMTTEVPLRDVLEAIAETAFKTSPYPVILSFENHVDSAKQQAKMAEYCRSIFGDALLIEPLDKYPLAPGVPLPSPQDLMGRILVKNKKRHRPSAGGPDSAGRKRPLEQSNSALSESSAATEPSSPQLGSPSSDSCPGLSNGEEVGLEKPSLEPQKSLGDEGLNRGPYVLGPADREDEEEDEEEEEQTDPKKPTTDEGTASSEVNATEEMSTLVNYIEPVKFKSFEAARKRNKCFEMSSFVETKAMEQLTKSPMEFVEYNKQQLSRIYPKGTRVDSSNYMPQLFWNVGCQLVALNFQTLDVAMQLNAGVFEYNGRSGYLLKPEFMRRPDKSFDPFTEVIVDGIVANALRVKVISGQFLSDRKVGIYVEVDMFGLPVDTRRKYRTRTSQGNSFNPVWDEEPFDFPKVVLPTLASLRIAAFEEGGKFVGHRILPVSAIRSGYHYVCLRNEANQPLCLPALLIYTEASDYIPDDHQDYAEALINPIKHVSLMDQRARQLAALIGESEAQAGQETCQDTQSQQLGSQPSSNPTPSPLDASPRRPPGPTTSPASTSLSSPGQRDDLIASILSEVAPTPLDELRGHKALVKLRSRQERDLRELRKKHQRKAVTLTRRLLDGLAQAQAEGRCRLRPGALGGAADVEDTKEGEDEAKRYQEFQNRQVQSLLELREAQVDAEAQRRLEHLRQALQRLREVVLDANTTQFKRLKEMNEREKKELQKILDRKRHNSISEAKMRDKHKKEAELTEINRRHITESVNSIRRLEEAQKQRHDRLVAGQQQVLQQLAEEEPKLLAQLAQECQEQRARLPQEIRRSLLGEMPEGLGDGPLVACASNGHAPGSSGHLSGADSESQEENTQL
ssDAF-12 act: activators of S. stercoralis DAF-12 nuclear receptor | HEK293 ssDAF-12/GRIP1 lit1-tk-luc reporter, luminescence; % of 3 µM dafachronic acid response | activation, % at 6.8 µM | actives 1% (n = 370,000) | AID 652126;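 active = activation above the mean over all tested compounds plus 3 SD, cut at about 0.9% in these data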;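 also: 0% = DMSO-only wells and 100% = 3 µM delta7-dafachronic acid wells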
Rev-erbA mod: modulators of human Rev-erb alpha DNA binding; activity, % at 10 µM; actives 0.79% (n = 370,000); Rev-erbα–FITC-DNA binding, fluorescence polarization, 90 min; P20393; AID 1259318;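 active = activity above about 14%, limit read from the data; passing the limit was not always enough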;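 also: 0% = DMSO wells with 35 nM protein and 100% = DMSO wells with 750 nM protein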
sPLA2-III inh: Blocks human group III sPLA2 activity; actives 0.56% (n = 370,000); QFRET BODIPY PC-A2 liposome hydrolysis, fluorescence; AID 743126; inhibition, % at 12.2 µM; Q9NZ20;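 active = inhibition above mean plus 3 SD of compounds lying within the high and low control bounds, cut at about 19% in these data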;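 also: 0% = median of test compound wells and 100% = no enzyme DMSO wells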
GAA850 FXN act: increases GAA850 frataxin promoter reporter activity | HEK293 lucGAA850 FXN promoter luciferase reporter, 24 h; percent of 10 µM SAHA response | activation, % at 6 µM | actives 0.56% (n = 360,000);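 active = activation above the average of all compounds screened plus 3 SD, cutoff fixed separately per campaign, cut at about 7.5% in these data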;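 also: 0% = DMSO wells and 100% = 10 µM SAHA wells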
DAX1 inh-2: inhibitors of DAX1 repression of SF-1 activated StAR promoter. HEK293T StAR-luciferase reporter, SF-1/DAX-1 repression relief. inhibition, % at 6.8 µM. actives 1.1% (n = 370,000). AID 652010;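 active = inhibition above the mean over all tested compounds plus 3 SD, cut at about 3.6% in these data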;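 also: 0% = DAX-1 cells with DMSO and 100% = cells lacking DAX-1 with DMSO; higher inhibition means more luminescence from relief of DAX-1 repression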
Numbers without * were called inactive; i = inactive; nt = not tested or not shown; & = joins results of further samples. Compounds were not picked by outcome. About 7% of those tested had a hit in this group.

structure	hgDAF-12 ag	SMARCA2 activ	DAX1 inh-1	hcDAF-12 act	PG9 binder	PLC-beta3 inh	ssDAF-12 act	Rev-erbA mod	sPLA2-III inh	GAA850 FXN act	DAX1 inh-2
CCCc1nnc(NC(=O)CCC(=O)NCc2ccccc2OC)s1	0.4	3	1.5	1.8	-0.7	5	-1.7	0	10	-1.8	0.3
CC(C)CCC(CCNCc1ccccn1)c1ccc2c(c1)OCO2 (stereo unspecified)	-0.2	-3	1.0	-1.9	1.9	0	-1.0	0	23*	-1.8	0.0
CC(C)CN1C2CCCC1CC(NC(=S)NCc1ccco1)C2 (stereo unspecified)	-2.7	-4	1.8	-0.6	0.6	-2	-1.3	9	12	-0.1	1.4
C=CCn1c(P(C)(=O)O)nc2ccccc21	0.0&2.7	0&-3	0.6&-0.6	-0.8&0.7	-2.0&-0.6	0&-1	-1.3&0.1	-2&-6	1&10	0.9&2.9	-0.6&-0.7
Cc1c(Cl)cccc1NC(=O)c1cc(S(=O)(=O)N2CCOCC2)cn1C	-0.7	0	0.7	0.7	-0.2	2	-1.2	-1	2	-1.0	-0.7
CC1CCCCC1NC(=O)c1ccc(S(=O)(=O)NCc2ccco2)cc1 (stereo unspecified)	2.3	3	0.6	-1.8	-3.3	5	-2.1	7	-4	0.2	-0.1
CCc1ccc(CN(C)Cc2nc(-c3cccc(Cl)c3)no2)nc1	-2.5	2	-0.8	1.0	0.1	-2	-1.1	1	-3	2.2	-0.3
O=S(=O)(Nc1nc2ccccc2nc1Nc1ccc2c(c1)OCO2)c1ccccc1	2.0	3	0.8	-0.2	-1.7	-5	-1.0	1	-4	-1.7	-0.5
CN(CC(=O)Nc1ccc(F)cc1)c1ccc(S(=O)(=O)N2CCCCC2)cc1[N+](=O)[O-]	-0.1	-4	-0.3	-2.7	-0.4	1	-1.4	2	-12	-0.7	-0.9
O=C(CSc1n[nH]c(-c2cccnc2)n1)Nc1ccccc1[N+](=O)[O-]	2.3	-2	-0.6	3.3	-0.8	-8	-0.9	1	-2	-0.9	0.1
COC(=O)[C@]12C[C@H](CC(=O)NCc3cccc(C(F)(F)F)c3)C(=O)N(CCC3=CCCCC3)C1=C[C@H](C(C)(C)C)O[C@@H]2C	2.6	-2	nt	-1.7	-1.1	4	-0.9	0	-18	nt	-0.6
Cc1ccc2c(Cl)c(C(=O)NC3CC3)sc2c1	6.3	2	1.9	0.5	1.1	-6	-0.3	-4	2	3.0	5.9*
O=C(NCCN1CCN(C(=O)c2ccccc2Cl)CC1)C(=O)NCc1ccccc1	-1.2	-1	-0.9	-1.9	0.2	6	-1.3	-3	1	-0.3	-0.3
CC(NC(=O)Cc1ccc([N+](=O)[O-])cc1)c1ccc2c(c1)OCO2 (stereo unspecified)	-2.3	-1	1.3	0.1	-0.6	-4	-1.5	3	-4	0.5	-0.4
COC(=O)[C@H](CC(C)C)NC(=O)Cn1cnc2c(NCc3ccccc3)ncnc21	0.4	-4	-0.8	-0.7	0.5	0	-1.2	-3	10	-0.9	-1.3
COc1ccccc1NC(=O)CSc1ccc(-c2ccc(-n3cccn3)cc2)nn1	0.3	3	1.4	1.3	-1.1	0	-0.8	-3	3	-1.6	1.4
CC[n+]1c(/C=C/c2ccc(OC(C)=O)c(OC)c2)ccc2ccccc21	6.5	7	1.5	-0.8	-1.8	-68	-0.5	-3	2	0.2	1.8
O=C1C(=O)N(CC2CCCO2)C(c2ccco2)/C1=C(/O)c1ccc(F)cc1 (stereo unspecified)	-3.5	2	0.7	-1.2	0.2	-4	-1.0	-3	0	0.2	0.3
COC(=O)CCc1c(COC(C)=O)[nH]c(C(=O)OCc2ccccc2)c1C	-2.0	-3	-0.6	-0.1	0.6	-12	-0.9	1	-1	-0.2	-0.1
COc1cc(C(=O)NCCc2ccc3c(c2)OCO3)cc(OC)c1OC	-3.7	5	0.3	1.4	-0.2	4	-0.4	0	0	0.0	-0.9
Cc1c(NC(=O)CCC2CCCCC2)cc(C(=O)N2CCOCC2)cc1[N+](=O)[O-]	1.8	0	0.2	-1.0	-1.0	-3	0.1	-6	-4	-0.9	0.4
C[C@@H]1CN(C(=O)OC(C)(C)C)CCN1c1ccc(N2CC[C@@H](O)C2)c(C#N)c1	-2.8	-1	nt	-2.7	-2.4	-192	-1.4	3	12	nt	-1.5
Cc1ccc2nc(NCCO)nc(-c3ccccc3)c2c1	0.2	-2	-1.1	0.8	1.3	i	-2.0	-5	-3	0.8	-0.3
Nc1nnnn1CC(=O)OCc1cccc(Br)c1	1.7	0	0.9	-0.8	-3.5	1	-1.0	2	2	0.8	0.5
[N-]=[N+]=NC[C@H](Cc1ccccc1)N1CC[C@@H](O)CCC1=O	-0.8	-1	0.5	-1.6	0.6	-3	-0.6	2	9	-0.6	0.2
O=C1NCC(Nc2ccc(Cl)cc2)C(=O)N1 (stereo unspecified)	1.1	-2	1.2	0.5	-0.6	-1	-0.5	-8	2	1.4	1.1
COc1ccc(C(=O)CSc2nnc(-c3ccoc3C)n2CC2CCCO2)cc1 (stereo unspecified)	-0.8	0	0.2	0.8	-3.9	-5	-0.8	-6	-20	-0.9	-0.6
Cc1cccc(-c2nc(CS(=O)CC(=O)NCCc3ccccc3)c(C)o2)c1 (stereo unspecified)	2.0	-2	0.1	-0.7	-1.2	-6	-0.3	-8	-13	-0.6	-0.1
Cc1cccc(OCC(=O)N(Cc2cccs2)C2CCS(=O)(=O)C2)c1 (stereo unspecified)	-2.7	-3	2.4	-1.1	0.9	1	-1.4	1	-4	-2.0	-0.1
O=C(CCC1CCCN(C(=O)c2ccc3c(c2)OCO3)C1)NCc1ccc(F)c(F)c1 (stereo unspecified)	0.3	3	0.1	2.1	-3.2	1	-1.1	0	-2	0.5	-0.2
CC(C)N=C1SC(CC(=O)Nc2ccccc2)C(=O)N1C(C)C (stereo unspecified)	-2.2	0	-1.3	-0.6	-1.8	0	-1.1	-1	-7	3.3	-0.8
Cc1ccc(-c2cc(C(=O)NN=Cc3cccc4ccccc34)[nH]n2)cc1C	12*	-5	nt	-0.1	nt	6	-1.3	-10	-1	nt	-2.3
COC(=O)/C=C1/SC(=NC(=O)c2ccccc2)NC1=O	0.2	-3	-0.1	0.0	-0.3	-9	-0.3	12	11	1.9	0.1
CCn1c(O)c(N=N)c2ccccc21	0.0	2	3.5	-0.5	-4.2	2	-1.8	6	3	0.5	0.7
CCCCCN(C(=O)CCC(=O)OCC(=O)N(CC)C1CCCCC1)c1c(N)n(CCCC)c(=O)[nH]c1=O	1.3	-1	-0.4	-0.3	0.4	-8	-1.2	-5	7	0.7	-0.1
Cc1ccc(N2C(=O)C3N=NN(CC(=O)N4N=C(c5ccccc5)CC4c4ccccc4)C3C2=O)cc1 (stereo unspecified)	0.2	-2	-1.3	3.1	-0.2	-10	-0.7	2	-3	0.4	-1.0
COc1ccc(C/C(N)=N/OC(=O)Cc2ccccc2)cc1	-1.1	-3	0.9	-1.5	0.5	1	-1.3	3	0	1.1	-0.9
Cc1c(/C=N\NC(=O)c2ccc(F)cc2)cnn1C	0.3	1	-0.9	0.3	-1.7	-4	-0.9	-4	13	3.0	-0.2
CCOc1ccc(C(=O)NCCc2cnc[nH]2)cc1OCC	0.5	-3	1.7	1.1	-0.1	-4	-0.7	2	1	-0.1	-0.1
O=C(Cc1cccs1)N(Cc1cccs1)C1(C(=O)NC2CCCC2)CCCCC1	0.2	-3	-0.7	-1.7	0.4	0	-1.5	-9	-4	0.1	-1.0
CC(=O)Nc1ccc(S(=O)(=O)N(C)CC(=O)OCC(=O)c2cc(C)n(-c3ccc4c(c3)OCO4)c2C)cc1	-1.1	2	-0.1	-0.9	-3.0	-3	-0.9	-7	-13	-1.8	-1.3
O=S(Cc1ccc(Br)cc1)Cc1nnc(SCc2ccc(Br)cc2)n1-c1ccccc1 (stereo unspecified)	-8.1	-6	-2.0	-2.7	-0.4	1	-1.9	3	-28	-2.9	-2.5
CCc1nn(CC(=O)NCCCN2CCCC2=O)c(=O)c2cc3sccc3n12	-2.1	-2	2.4	-1.8	-1.7	-1	-1.0	-2	7	2.3	-0.4
CCOC(=O)Cc1ccc(NC(=O)c2ccc(C(C)(C)C)cc2)cc1	-14	-7	-2.7	-6.9	-1.9	0	-2.8	2	0	-8.2	-3.0
Cc1ccc(C(=O)CSc2nnc(-c3ccc4[nH]c(C)c(C)c4c3)o2)cc1C	0.4	0	-1.1	-1.9	-0.8	-4	-2.1	3	-2	1.9	0.2
CC(=O)c1cccc(NC(=O)N2CCCC2C(=O)Nc2cccc(C)c2C)c1 (stereo unspecified)	0.6	-1	0.2	-1.9	-1.4	-1	-1.4	0	-3	1.1	-0.2
COCCCN1C(=O)C(O)=C(C(=O)c2ccco2)C1c1cccc(Br)c1 (stereo unspecified)	-1.0	-2	-1.7	0.1	5.4	-11	-0.9	2	-5	2.4	0.2
CCn1cc(CNC(=O)c2cccc([N+](=O)[O-])c2)c(C)n1	0.1	-2	-0.2	-0.2	2.3	-4	0.2	5	15	0.9	0.0
CCCC(=O)Nc1ccc(S(=O)(=O)N2CCOCC2)cc1	1.9	-2	0.5	-2.2	-1.3	4	-1.2	-4	-3	1.0	-0.2
COc1ccc(NC(=O)c2cc(C)nc3ccccc23)cc1S(=O)(=O)Nc1ccccc1Cl	-1.5	3	1.4	-1.7	-2.4	0	0.3	-2	-8	-0.4	0.3

The listing continues.
structure	hgDAF-12 ag	SMARCA2 activ	DAX1 inh-1	hcDAF-12 act	PG9 binder	PLC-beta3 inh	ssDAF-12 act	Rev-erbA mod	sPLA2-III inh	GAA850 FXN act	DAX1 inh-2
COc1ccc(/C=C/C2=Nc3ccccc3NC(C)(C)C2)cc1OC	16*	3	2.8	5.5	-2.6	-60	1.0*	-5	12	3.9	2.0
NS(=O)(=O)c1ccc(N2C(=O)C(=O)/C(=C(/O)c3ccccc3)C2c2ccc(Cl)cc2)cc1 (stereo unspecified)	-1.2	-3	0.7	1.2	2.3	-5	0.8	5	-4	0.6	-0.3
CCc1nnc(NC(=O)CCS(=O)(=O)c2ccccc2)s1	2.0	-1	0.2	1.8	-1.6	-3	-0.8	1	0	-1.0	0.1
CSc1nc(C)c(CCOCc2ccc(F)cc2)c(=O)[nH]1	1.7	-2	nt	-1.6	-1.8	1	-1.6	-4	1	0.4	-0.6
COc1ccc(N(C(=O)c2ccc(Cl)cc2)C2=CC3CCC(C2)N3C)cc1 (stereo unspecified)	-0.7	0	0.5	-1.2	1.2	0	-1.1	3	0	0.1	0.5
COC(=O)Nc1ncc(CN2C(=O)c3ccccc3C2=O)s1	-0.1	-1	-1.0	-0.8	-0.6	-1	-0.8	1	0	1.4	0.3
